From PubChem BioAssay
FBA Mtb inh: Mtb fructose-bisphosphate aldolase inhibition | purified M. tuberculosis FBA, fluorescence read-out | inhibition, % at 1 µM | 360,000 tested, 2.3% active | AID 588726; in the data active = inhibition above about 27%;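 note: 0% = vehicle and 100% = reference inhibitor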
Target sequence (P9WQA3 whole entry, looked up): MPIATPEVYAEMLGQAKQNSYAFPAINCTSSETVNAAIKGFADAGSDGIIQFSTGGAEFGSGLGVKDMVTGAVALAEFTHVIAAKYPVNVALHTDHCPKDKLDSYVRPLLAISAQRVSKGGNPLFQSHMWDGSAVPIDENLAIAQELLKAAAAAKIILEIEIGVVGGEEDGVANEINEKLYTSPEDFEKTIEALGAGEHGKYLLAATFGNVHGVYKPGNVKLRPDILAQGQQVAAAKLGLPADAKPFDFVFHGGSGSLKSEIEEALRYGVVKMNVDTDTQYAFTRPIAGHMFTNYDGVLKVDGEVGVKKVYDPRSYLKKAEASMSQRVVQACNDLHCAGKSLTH
Mtb UGM inh: Mtb UDP-galactopyranose mutase inhibition. P9WIQ1. purified UGM, fluorescence polarization probe displacement. inhibition, % at 10 µM. 320,000 tested, 0.06% active. AID 504406; in the data active = inhibition above about 10%, passing the limit was not always enough; inconclusive = no clear call, values can overlap the other calls
Target sequence (P9WIQ1 whole entry, looked up): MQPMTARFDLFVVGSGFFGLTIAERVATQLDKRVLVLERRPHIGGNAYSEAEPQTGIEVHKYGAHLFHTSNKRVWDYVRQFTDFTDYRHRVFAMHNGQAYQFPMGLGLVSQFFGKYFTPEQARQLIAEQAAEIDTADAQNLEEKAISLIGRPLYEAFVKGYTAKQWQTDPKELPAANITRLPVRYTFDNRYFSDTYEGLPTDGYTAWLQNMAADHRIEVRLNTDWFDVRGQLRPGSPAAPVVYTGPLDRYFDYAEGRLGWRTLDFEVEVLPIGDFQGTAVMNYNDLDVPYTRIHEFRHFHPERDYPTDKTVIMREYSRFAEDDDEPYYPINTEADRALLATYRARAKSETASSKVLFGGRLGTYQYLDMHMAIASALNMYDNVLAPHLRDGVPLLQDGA
BioA inh: inhibitors of Mycobacterium tuberculosis BioA enzyme | purified M. tuberculosis BioA enzyme, plate reader | inhibition, % at 9.99 µM | 360,000 tested, 0.096% active | AID 602481; in the data active = inhibition above about 40%; inconclusive = no clear call, values can overlap the other calls
FadD28 binding: M. tuberculosis FadD28 bisubstrate binding inhibition; FadD28 bisubstrate probe binding, fluorescence polarization; inhibition, % at 12.5 µM; 360,000 tested, 0.22% active; in the data active = inhibition above about 8.5%, passing the limit was not always enough; inconclusive = no clear call, values can overlap the other calls
BoNT A protease: BoNT A light chain protease inhibition; multiplex microsphere protease substrate cleavage, flow cytometry; inhibition, % at 10 µM; 360,000 tested, 0.17% active; AID 588499; in the data active = inhibition above about 30%; inconclusive = no clear call, values can overlap the other calls; note: plate controls were buffer without enzyme for full effect and enzyme alone for no effect
CCHFV vOTU inh: CCHFV vOTU protease inhibition; Pep-AMC fluorescence; inhibition, % at 11.5 µM; 370,000 tested, 0.55% active; AID 651958; note: 0% = vehicle wells with enzyme and 100% = no enzyme wells
PrPC surface inh: reduces human prion protein on the cell surface; P04156; cell surface PrPC, TR-FRET read-out; inhibition, % at 13.8 µM; 370,000 tested, 0.43% active; in the data active = inhibition above about 24%; note: 0% = median of the test wells and 100% = reference compound wells
GDH-TPI counter: counter-screen for M. tuberculosis FBA inhibitors: GDH-TPI coupled enzymes; inhibition, % at 4.8 µM; 360,000 tested, 1.2% active; GDH-TPI coupled enzyme counterscreen, NADH absorbance;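 note: 0% = DMSO wells and 100% = wells lacking the enzyme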
BoNT F protease: BoNT F light chain protease inhibition | Multiplex microsphere protease cleavage assay, flow cytometry | inhibition, % at 10 µM | 360,000 tested, 0.22% active | AID 588497; in the data active = inhibition above about 35%, passing the limit was not always enough; inconclusive = no clear call, values can overlap the other calls; note: plate controls were buffer without enzyme for full effect and enzyme alone for no effect
The depositor's hits bear a star; u = inconclusive; x = no result given. Cut-off read from the data, not from the text of the source, unless noted: active = inhibition above about 30%; inactive = the rest.

SMILES	FBA Mtb inh	Mtb UGM inh	BioA inh	FadD28 binding	BoNT A protease	CCHFV vOTU inh	PrPC surface inh	GDH-TPI counter	BoNT F protease
O=C(CCC1CCCCC1)NCCN1C2=NC[C@@H](Cc3ccccc3)N2C[C@H]1Cc1ccc(O)cc1	6.2	-2.6	0.1	-1.9	0.4	14.5	-0.2	3.4	-19.2
CC#CCN1c2ccccc2[C@]23C[C@@H](C(=O)OC)N(C(=O)NC(C)(C)C)C2=NC(C(=O)OC)=C(C(=O)OC)[C@H]13	2.4	-1.5	0.3	-0.5	0.1	0.6	-2.9	10.1	2.7
CCN(CC)S(=O)(=O)c1cccc(C(=O)N/N=C2\CC(=O)CC(C)(C)C2)c1	-5.8	4.9	-22.8	-3.5	-0.3	10.5	-3.3	17.4	-2.8
COc1cccc(C(=O)NC2CC3CCCC(C2)N3S(=O)(=O)c2ccccc2)c1 (configuration not stated)	-0.4	0.1	x	-3.3	0.5	5.2	-2.5	2.0	-4.6
COc1ccc(C(C(=O)NCC2CCCO2)N(C(=O)CNC(=O)c2ccco2)c2ccccc2)cc1OC (configuration not stated)	2.4	-4.2	0.3	-0.6	4.8	10.9	-6.9	-2.2	-16.3
Cc1ccc(/C(=N/Nc2ncnc3ccccc23)C(=O)O)cc1	1.3	-0.7	-4.6	-0.8	0.2	-11.3	-1.6	19.6	5.8
COc1ccc(C=C2C=C(C(C)(C)C)C(=O)C(C(C)(C)C)=C2)cc1OC	-1.6	-2.1	-0.8	-0.5	85.5*	3.3	-1.1	8.5	24.7
CNC[C@@H](Cc1ccccc1)NC[C@@H](CC1CCCCC1)NCCCc1ccccc1	2.4	1.6	-2.3	-2.0	-0.4	2.6	8.5	3.1	-48.6
Cn1cccc1/C=N/NC(=O)c1ccc[n+]([O-])c1	-0.8	0.2	x	-0.8	-0.5	6.8	-4.9	21.2	-3.8
O=C(Oc1ccccc1N1CCOCC1)c1ccccc1	-2.2	-1.3	-0.3	-4.2	-2.0	-10.7	7.0	7.6	u
Nc1nc(SCC(=O)Nc2ccc(Cl)c(S(=O)(=O)N3CCOCC3)c2)n[nH]1	-0.2	-1.0	0.7	-3.0	0.1	-4.5	2.2	-0.7	-12.3
CCCCCc1cc(=O)oc2c(C(CCN3CCCC(C)C3)c3ccc4c(c3)OCO4)c(OC)cc(OC)c12 (configuration not stated)	3.6	-2.0	-1.2	-9.1	-0.1	2.5	-7.8	2.6	-15.4
Cc1cccc(C)c1NCc1n[nH]c(=S)n1-c1ccccc1	3.0	-2.2	-1.0	x	-0.5	0.2	11.9	-2.2	0.5
CC(=O)c1cccc(NS(=O)(=O)c2ccc(-c3cc(C)no3)s2)c1	1.4	1.1	0.4	-3.1	0.2	9.6	2.3	18.1	-2.7
COc1ccc(C(=O)OCCN2C(=O)c3ccccc3C2=O)cc1	2.4	-0.6	-1.8	-1.7	-1.0	-7.0	-1.8	1.6	-4.2
CCn1c(SCC(=O)Nc2ccc(OC)c(OC)c2)nc2c(c1=O)SCC2	-1.0	-0.9	18.5	-2.1	0.6	5.5	-1.4	15.5	2.0
COCc1cc(C)n(CC(=O)Nc2cc(C)cc(C)c2)c(=O)c1C#N	0.6	0.8	0.3	0.8	-0.2	-0.9	3.2	14.2	-0.3
Nc1nc2ccc(N3CCOCC3)cc2s1	-2.2	0.2	-0.8	-2.4	0.3	7.5	2.8	1.2	-6.1
COc1cccc(CN2CC(C(=O)NCc3ccc(C)o3)CCC2=O)c1 (configuration not stated)	-1.5	x	4.9	0.4	-1.4	-7.2	9.5	1.7	10.6
CC(=O)NC(CC(=O)N(C)C1CCCCC1)c1ccccc1 (configuration not stated)	4.6	-2.3	-4.0	-1.4	-3.4	-12.6	2.0	3.0	-9.7
O=C(NN1C(=O)c2ccccc2NC1c1ccccn1)c1ccccc1 (configuration not stated)	7.6	-0.6	-2.2	-1.6	-2.4	-18.8	5.8	2.5	-15.1
O=Cc1ccc(OCc2nnc(-c3ccccc3Br)o2)cc1	2.0	1.0	2.5	-1.5	-3.5	12.6	-5.9	3.0	-1.8
Cc1nc(Nc2nc3ccccc3o2)nc(C)c1C(=O)Nc1ccc(F)cc1	2.3	-2.4	x	-0.9	-1.6	-1.7	0.4	-4.7	-1.7
CC(C)c1ccc(NC(=O)C2C3C=CC4(CN(CCCN5CCOCC5)C(=O)C24)O3)cc1 (configuration not stated)	-1.2	-1.2	-1.4	-0.2	-0.8	-4.1	-3.9	-0.4	-24.5
CCOC(=O)c1[nH]c2c(c1-c1ccccc1)C(=O)CC(c1ccc(Cl)cc1)C2 (configuration not stated)	4.2	0.0	-0.7	-2.5	-0.7	9.0	-4.9	11.9	-0.8

13 entries from above, with bars between the fields.
canonical_smiles | FBA Mtb inh | Mtb UGM inh | BioA inh | FadD28 binding | BoNT A protease | CCHFV vOTU inh | PrPC surface inh | GDH-TPI counter | BoNT F protease
Cc1cccc(C)c1NCc1n[nH]c(=S)n1-c1ccccc1 | 3.0 | -2.2 | -1.0 | x | -0.5 | 0.2 | 11.9 | -2.2 | 0.5
CC(=O)c1cccc(NS(=O)(=O)c2ccc(-c3cc(C)no3)s2)c1 | 1.4 | 1.1 | 0.4 | -3.1 | 0.2 | 9.6 | 2.3 | 18.1 | -2.7
COc1ccc(C(=O)OCCN2C(=O)c3ccccc3C2=O)cc1 | 2.4 | -0.6 | -1.8 | -1.7 | -1.0 | -7.0 | -1.8 | 1.6 | -4.2
CCn1c(SCC(=O)Nc2ccc(OC)c(OC)c2)nc2c(c1=O)SCC2 | -1.0 | -0.9 | 18.5 | -2.1 | 0.6 | 5.5 | -1.4 | 15.5 | 2.0
COCc1cc(C)n(CC(=O)Nc2cc(C)cc(C)c2)c(=O)c1C#N | 0.6 | 0.8 | 0.3 | 0.8 | -0.2 | -0.9 | 3.2 | 14.2 | -0.3
Nc1nc2ccc(N3CCOCC3)cc2s1 | -2.2 | 0.2 | -0.8 | -2.4 | 0.3 | 7.5 | 2.8 | 1.2 | -6.1
COc1cccc(CN2CC(C(=O)NCc3ccc(C)o3)CCC2=O)c1 (configuration not stated) | -1.5 | x | 4.9 | 0.4 | -1.4 | -7.2 | 9.5 | 1.7 | 10.6
CC(=O)NC(CC(=O)N(C)C1CCCCC1)c1ccccc1 (configuration not stated) | 4.6 | -2.3 | -4.0 | -1.4 | -3.4 | -12.6 | 2.0 | 3.0 | -9.7
O=C(NN1C(=O)c2ccccc2NC1c1ccccn1)c1ccccc1 (configuration not stated) | 7.6 | -0.6 | -2.2 | -1.6 | -2.4 | -18.8 | 5.8 | 2.5 | -15.1
O=Cc1ccc(OCc2nnc(-c3ccccc3Br)o2)cc1 | 2.0 | 1.0 | 2.5 | -1.5 | -3.5 | 12.6 | -5.9 | 3.0 | -1.8
Cc1nc(Nc2nc3ccccc3o2)nc(C)c1C(=O)Nc1ccc(F)cc1 | 2.3 | -2.4 | x | -0.9 | -1.6 | -1.7 | 0.4 | -4.7 | -1.7
CC(C)c1ccc(NC(=O)C2C3C=CC4(CN(CCCN5CCOCC5)C(=O)C24)O3)cc1 (configuration not stated) | -1.2 | -1.2 | -1.4 | -0.2 | -0.8 | -4.1 | -3.9 | -0.4 | -24.5
CCOC(=O)c1[nH]c2c(c1-c1ccccc1)C(=O)CC(c1ccc(Cl)cc1)C2 (configuration not stated) | 4.2 | 0.0 | -0.7 | -2.5 | -0.7 | 9.0 | -4.9 | 11.9 | -0.8

Next section
SMILES	FBA Mtb inh	Mtb UGM inh	BioA inh	FadD28 binding	BoNT A protease	CCHFV vOTU inh	PrPC surface inh	GDH-TPI counter	BoNT F protease
C=CCO/N=C(/C)c1c(O)c(CC)c(-c2ccccc2)n(-c2ccccc2)c1=O	-1.5	3.5	-1.2	-2.0	0.4	24.2	8.9	7.6	3.9
N#Cc1ccc(Nc2ccccc2)c(N)c1	1.9	2.4	-0.8	-3.0	0.7	12.3	-5.7	3.4	-16.8
Brc1ccc(-c2cnc3n2CCCC3)cc1	4.2	-3.7	3.2	0.2	-0.7	6.2	-4.0	10.8	-11.8
CCOC(=O)c1c(CC(C)C)csc1/N=C/C1C(=O)CC(C)(C)CC1=O	3.5	3.1	x	-1.7	-0.9	8.1	-0.3	-2.2	-1.8
Cc1ccc(C)c(OCC(=O)N2CCOCC2)c1	1.7	-4.3	-1.0	-3.2	0.8	9.1	-1.0	-5.6	-2.0
COc1cc(C(C(=O)NC(C)(C)C)N(C(=O)CNC(=O)c2cccs2)c2cccnc2)cc(OC)c1OC (configuration not stated)	3.6	-1.7	-1.9	-0.4	-0.8	7.5	-3.5	1.5	21.5
COc1ccc(CN2C(=O)CCCc3ccccc32)cc1	5.2	-0.9	x	-1.8	-0.4	-1.6	3.9	0.6	-3.3
CCC(CC)C(=O)Nc1cccc(C(=O)Nc2ccc(OC)cc2[N+](=O)[O-])c1	-2.9	-2.4	0.6	-1.6	0.1	-1.3	-1.6	7.2	9.5
O=C1CC(c2ccc(F)cc2)C(n2cncn2)C(O)=C1C1NCCc2ccccc21 (configuration not stated)	-0.2	-0.9	-0.3	-4.4	0.6	-5.4	11.1	-12.5	-0.7
COC(=O)c1ccc2nc(-c3ccc(C#N)cc3)c(Cc3cccc(F)c3)n2c1	9.0	x	1.9	-3.9	1.7	-3.8	-3.2	x	0.6
CCNCCC(=O)N1c2ccccc2Sc2ccc(C(F)(F)F)cc21	0.1	-1.2	0.1	-1.1	-2.9	-7.7	1.7	10.8	u
Cc1cn([C@H]2C[C@H](O)[C@@H](CCC(=O)NCc3ccco3)O2)c(=O)[nH]c1=O	3.5	x	-3.5	1.1	-0.7	-0.7	-3.0	5.5	-11.6
Cc1nc2scc(-c3ccco3)c2c(=O)n1/N=C/N(C)C	0.5	0.4	0.7	2.0	-0.5	8.8	-1.0	7.3	-11.5
Cc1ccc2nc(-c3cccc(NC(=O)c4ccc5c(c4)OCCO5)c3)oc2c1	0.0	0.4	0.3	-0.9	u	14.6	8.9	9.7	-4.0
COc1ccc(C(=O)N/C(=C/c2cccc3ccccc23)C(=O)NCCc2c[nH]c3ccccc23)cc1OC	1.2	0.2	-1.4	-1.6	-0.2	10.3	-2.3	11.8	-4.2
O=C(NCC1CC1)c1cccc2c1C(=O)c1ccc(N3CCCC3)cc1S2(=O)=O	-14.8	9.5	-6.5	-1.6	1.5	2.0	-38.1	2.8	-0.6
Cc1ccc(N2C(=O)C3C4CC(=O)C(c5ccccc54)C3C2=O)cc1 (configuration not stated)	0.8	-2.0	-0.5	1.0	0.1	-4.7	3.6	8.3	6.6
COc1ccc(S(=O)(=O)Nc2cccc(SC)c2)cc1OC	-0.4	2.0	-0.3	-1.3	0.7	6.6	6.7	4.3	-0.7
Cc1cccc(NC(=O)Cn2c(O)c(N=NC(=O)c3ccncc3)c3ccccc32)c1	-0.9	0.6	x	-2.2	-0.3	6.0	-12.6	5.0	2.9
CC(C)(C(=O)Nc1nccs1)c1ccccc1	-1.1	-1.1	-0.2	-2.9	0.0	-8.4	-3.5	-0.6	2.3
CCC(CO)NCc1ccc(OC2CCCC2)cc1 (configuration not stated)	-1.3	1.1	-1.3	-1.1	-2.9	-4.2	-2.7	17.0	-10.4
O=C(OCC(=O)c1ccccc1Cl)C1=NN(c2ccccc2)C(=O)CC1	-2.0	-0.9	9.9	-1.1	-0.6	8.2	-3.0	1.7	-2.5
COc1cccc(N(CC(=O)N2CCCCCC2)S(C)(=O)=O)c1	1.4	0.6	-1.5	-1.4	-2.8	-8.2	5.8	-9.8	u
CSc1nc(-c2ccc(F)cc2)cc(=O)[nH]1	-1.3	3.6	x	-3.8	0.2	-8.2	5.1	-5.8	0.3
Nc1nc(CSc2ccccn2)nc(Nc2ccccc2)n1	3.2	-0.7	2.1	-0.8	-0.4	10.6	-7.6	-1.4	0.3

Compound profiles, as listed above. Order of screens: FBA Mtb inh, Mtb UGM inh, BioA inh, FadD28 binding, BoNT A protease, CCHFV vOTU inh, PrPC surface inh, GDH-TPI counter, BoNT F protease
Nc1nc(CSc2ccccn2)nc(Nc2ccccc2)n1 is listed with 3.2, -0.7, 2.1, -0.8, -0.4, 10.6, -7.6, -1.4, 0.3
Cc1ccc(N2C(=O)C3C4CC(=O)C(c5ccccc54)C3C2=O)cc1 (configuration not stated) is listed with 0.8, -2.0, -0.5, 1.0, 0.1, -4.7, 3.6, 8.3, 6.6
